# Screens from PubChem BioAssay.
# VP16 counter: VP16 counterscreen qHTS for inhibitors of ROR gamma transcriptional activity; Drosophila S2 Gal4-VP16 UAS-luciferase, luminescence, 20 h; Potency, µM (highest dose often 53.6 µM), for inactives: top-dose activity, negative = inhibition, hits mostly inhibitors; actives 3.5% (n = 310,000); AID 2546, 2010;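 also: Gal4-VP16 expression switched on by copper sulfate through the metallothionein promoter; potency is read from the fitted curve at half-maximal effect; % is scaled to controls: 0 for no effect and ±100 for the full control effect; nearly all actives have a fitted effect of over 50% in size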
# Rab9 prom act: qHTS Assay for Rab9 Promoter Activators; AID 485297, 2010; actives 2.8% (n = 320,000); Potency, µM (titrated, usually from 9.22 µM), for inactives: at the highest dose activation, negative = inhibition, most hits filed as activators; Huh7 Rab9 promoter-luciferase reporter, luminescence, 24 h; also: potency is read from the fitted curve at half-maximal effect; % of control where 0% means no effect; nearly all actives have a fitted effect of over 60% in size
#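 Huh7 cells stably carrying a Rab9 promoter-luciferase reporter, 1500 cells per well in OP-MEM I with 10% FBS, treated with compound 24 hours at 37C. Luciferase activity read by luminescence after 10 minutes with Amplite reagent.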
# ELG1 repair inh: qHTS screen for small molecules that inhibit ELG1-dependent DNA repair in human embryonic kidney (HEK293T) cells expressing luciferase-tagged ELG1; HEK293T ELG1-luciferase reporter, luminescence, 16 h; DNA damage induced by 5-fluorouridine; Potency, µM (highest dose often 46.1 µM), for the others: at the top dose activity change, negative = inhibition, hits mostly inhibitors; actives 2.3% (n = 330,000); also: potency is read from the fitted curve at half-maximal effect; % is scaled to controls: 0 for no effect and ±100 for the full control effect; nearly all actives have a fitted effect of over 55% in size
#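 DMSO vehicle served as the neutral condition. Each well held 2,000 cells given 5-fluorouridine plus compound; after 16 hr at 37 °C/5% CO2, ONE-Glo was added and luciferase measured 30 min later.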
# RORgamma inh: qHTS for inhibitors of ROR gamma transcriptional activity | Drosophila S2 Gal4-RORgamma UAS-luciferase reporter, 20 h | Potency, µM (doses to about 53.6 µM), without a hit: at the top dose activity change, negative = inhibition, usual class: inhibitors | actives 5.4% (n = 310,000); also: potency is read from the fitted curve at half-maximal effect; % is scaled to controls: 0 for no effect and ±100 for the full control effect; nearly all actives have a fitted effect of over 60% in size
# Target sequence (P51450 whole entry, looked up, the tested form may be a part): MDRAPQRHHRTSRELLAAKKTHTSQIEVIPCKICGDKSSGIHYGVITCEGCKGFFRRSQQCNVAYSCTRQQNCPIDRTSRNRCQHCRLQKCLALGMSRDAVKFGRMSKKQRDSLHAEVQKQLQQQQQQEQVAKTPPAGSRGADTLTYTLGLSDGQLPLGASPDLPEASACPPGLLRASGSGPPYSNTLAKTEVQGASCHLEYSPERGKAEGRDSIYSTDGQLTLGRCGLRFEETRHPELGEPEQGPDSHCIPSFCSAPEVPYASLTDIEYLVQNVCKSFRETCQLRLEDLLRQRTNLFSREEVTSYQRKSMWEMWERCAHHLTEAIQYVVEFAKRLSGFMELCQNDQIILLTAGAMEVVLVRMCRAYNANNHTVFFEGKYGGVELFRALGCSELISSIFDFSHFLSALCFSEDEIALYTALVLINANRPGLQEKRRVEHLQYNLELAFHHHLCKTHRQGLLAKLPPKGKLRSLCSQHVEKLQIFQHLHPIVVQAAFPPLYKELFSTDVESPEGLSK
#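 Luciferase reporter read in Schneider cells carrying Gal4-RORγ (mouse) and UAS-Photinus luciferase; cells given compound 1 h before 700 uM copper sulfate induction, then incubated 20 h at ambient temperature.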
# KCNH2 3.1 block: qHTS for Inhibitors of KCHN2 3.1: Mutant qHTS | Potassium voltage-gated channel subfamily H member 2, brain isoform KCNH2 3.1 (human) | U2OS KCNH2 3.1, thallium flux FluxOr; stronger effect = lower value | activity change, % (tested at about 1.8 µM) | actives 0.95% (n = 340,000);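 active = maximum activity change below -70%; inconclusive = maximum activity change from -70% to -50%; inactive = maximum activity change above -50%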;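 also: thallium influx rate constant from kinetic fluorescence after stimulation buffer; % is scaled to controls: 0 for no effect and ±100 for the full control effect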
#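 Thallium flux read-out: FluxOr dye with Red40 quencher in HBSS/HEPES, 45 min at RT. Rate constants from kinetic reads were normalized to positive and negative DMSO controls. Cells: U2OS virally expressing the 3.1 isoform.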
# FLuc modulator: qHTS profiling assay for firefly luciferase inhibitor/activator using purifed enzyme and Km concentrations of substrates (counterscreen for miR-21 project). actives 6.9% (n = 360,000). AID 588342, 2011. Luciferin 4-monooxygenase (Photinus pyralis), P08659. Potency, µM (top dose mostly 57.5 µM), without a hit: at the top dose activity change, negative = inhibition, usual class: inhibitors. purified FLuc, Km substrates, luminescence inhibition;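 also: potency is read from the fitted curve at half-maximal effect; plate controls were vehicle for no effect and reference inhibitor for full effect; nearly all actives have a fitted effect of over 55% in size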
#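 Purified P. pyralis luciferase, 10 nM final, with Km-level 10 uM D-luciferin and 10 uM ATP in 50 mM Tris acetate pH 7.5, 10 mM Mg acetate, 0.01% Tween-20, 0.05% BSA; 6-point qHTS titration about 60 µM downward; luminescence read.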
# NPC1 prom act: qHTS Assay for NPC1 Promoter Activators; Potency, µM (series often up to 9.22 µM), for the others: at the top dose activation, usual class: activators; Huh7 NPC1 promoter luciferase reporter, 24 h; AID 485313, 2010; actives 2.4% (n = 320,000);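 also: potency is read from the fitted curve at half-maximal effect; % of control where 0% means no effect; nearly all actives have a fitted effect of over 60% in size; reporter is driven by a mutant NPC1 promoter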
#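 Luciferase expression driven by the NPC1 promoter was measured in stably transfected Huh7 cells after a 24 h compound incubation, using a luciferase reagent and a luminescence read.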
# PKM2 activator: qHTS Assay for Activators of Human Muscle isoform 2 Pyruvate Kinase | purified PKM2, Kinase-Glo ATP luminescence, activation; response scale: 0% is enzyme alone, no compound | Potency, µM (series often up to 57.5 µM), inactives show at the top dose activation, hits mostly activators | actives 0.34% (n = 260,000) | Pyruvate kinase PKM (Homo sapiens), P14618; also: potency is read from the fitted curve at half-maximal effect; % is scaled to controls: 0 for no effect and ±100 for the full control effect; nearly all actives have a fitted effect of over 55% in size
#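 Kinase-Glo luminescence reports ATP generated from ADP (0.1 mM) and PEP (0.5 mM) by purified hPK-M2 after 1 h at room temperature, pH 7.2 imidazole buffer; intermediate enzyme activity allows detecting inhibitors and activators.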
# MBNL1-CUG inh: qHTS Assay for Inhibitors of MBNL1-poly(CUG) RNA binding; Potency, µM (titrated, usually from 57.5 µM), for inactives: at the highest dose activity change, negative = inhibition, hits mostly inhibitors; Muscleblind-like protein 1 (Homo sapiens), Q9NR56; TR-FRET MBNL1-His/biotin-(CUG)12 binding, 665/545 ratio; actives 0.036% (n = 280,000); active = well fitted inhibition curve with a large enough effect in the signal ratio, with a control signal flat, not every such curve was filed as active; inconclusive = small, poorly fitted or top-dose-only effect, or effect the other way, or a change in a side signal; inactive = no such curve, though single readings can be large or run the other way; the % refers to the signal ratio; also: potency is read from the fitted curve at half-maximal effect; % is scaled to controls: 0 for no effect and ±100 for the full control effect
# Target sequence (Q9NR56 whole entry, looked up): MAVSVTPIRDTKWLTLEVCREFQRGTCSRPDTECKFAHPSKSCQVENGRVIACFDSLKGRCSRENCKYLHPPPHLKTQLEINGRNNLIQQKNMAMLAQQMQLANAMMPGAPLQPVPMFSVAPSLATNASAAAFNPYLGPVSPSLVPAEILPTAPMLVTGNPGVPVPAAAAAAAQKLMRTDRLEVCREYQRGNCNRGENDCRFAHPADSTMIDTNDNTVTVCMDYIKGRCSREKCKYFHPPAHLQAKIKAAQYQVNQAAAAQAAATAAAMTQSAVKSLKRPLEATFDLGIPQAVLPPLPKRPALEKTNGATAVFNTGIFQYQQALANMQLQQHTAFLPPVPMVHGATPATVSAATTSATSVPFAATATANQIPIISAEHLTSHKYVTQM
#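 TR-FRET between His-tagged MBNL1 and biotin-(CUG)12 RNA, detected with Tb anti-His antibody (0.055 ng/ul) and streptavidin-XL665 (5 nM), 60 min at room temperature. Compounds titrated 92 nM to 58 uM; 665/545 nm ratio normalized to buffer and complex controls.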
# Menin MLL FP TR: qHTS Assay for Inhibitors Targeting the Menin-MLL Interaction in MLL Related Leukemias: Competition With Texas Red Labeled MLL-derived Mutant Peptide; O00255; Menin + Texas Red MLL mutant peptide, fluorescence polarization; Potency, µM (doses to about 61.6 µM), inactives show at the top dose FP activity change, negative = inhibition, actives largely listed as inhibitors; actives 0.23% (n = 270,000); active = well fitted inhibition curve with a large enough effect in the polarisation, with a control signal flat, not every such curve was filed as active; inconclusive = small, poorly fitted or top-dose-only effect, or effect the other way, or a change in a side signal; inactive = no such curve, though single readings can be large or run the other way; the % refers to the polarisation; also: potency is read from the fitted curve at half-maximal effect; % of control where 0% means no effect; many of its hits are not listed in these tables
# Mito fusion act: qHTS Assay for Small Molecule Inhibitors of Mitochondrial Division or Activators of Mitochondrial Fusion; Potency, µM (series often up to 46.1 µM), inactives show at the top dose growth rescue (activation), most hits filed as activators; actives 0.23% (n = 320,000); S. cerevisiae fusion-defective mutant growth rescue, CellTiterGlo 48 h; AID 485298, 2010;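 also: potency is read from the fitted curve at half-maximal effect; % of control where 0% means no effect; nearly all actives have a fitted effect of over 45% in size; temperature-sensitive fusion mutants such as fzo1-1 at 37 °C on non-fermentable ethanol glycerol medium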
#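 Yeast fusion mutant, YPEG (non-fermentable carbon), compound, 48 h at 37C non-permissive; CellTiterGlo added, 10 min RT, luminescence read. Rescued growth = division inhibition.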
# Numbers without * were called inactive; ? = inconclusive; · = no result given; & = joins results of further samples; [ ] = dose if it differs, or a comment. Unless noted, calls follow the shape of the dose curve; as a rule, active = well fitted curve in the direction sought with a large enough effect; inconclusive = small, poorly fitted or top-dose-only effect, or another doubt; inactive = no such curve, though single readings can be large; an effect the other way counts as inactive or inconclusive.
no.	SMILES	VP16 counter	Rab9 prom act	ELG1 repair inh	RORgamma inh	KCNH2 3.1 block	FLuc modulator	NPC1 prom act	PKM2 activator	MBNL1-CUG inh	Menin MLL FP TR	Mito fusion act
1	FCCCOc1ccc(/C=N/OCc2ccc(Cl)cc2Cl)cc1	-3.6%	-3.7%	-3.3%	6.2%	-3.5	-2.2%	-0.8%	0.2%	8.4%	16.0%	-3.7%
2	CCOC(=O)c1c(NC(=O)CC2Sc3ccc(C(F)(F)F)cc3NC2=O)sc(C)c1C (centres undefined)	-6.2%	-6.5%	11.9%	-14.8%	7.3	0.8%	-6.0%	0.8%	-2.7%	3.8%	-7.1%
3	COc1cc(O)c(C(CC(=O)N2CCCC(C)C2)c2ccc3c(c2)OCO3)c(OC)c1 (centres undefined)	-7.3%&-3.9%	0.3%	16.8%	3.55µM*	·	0.4%	-3.9%	2.6%	-6.1%	3.1%	9.4%
4	COc1cc(/C=C(\C#N)C(=O)Nc2ccccc2)ccc1OCCN1CCOCC1	-10.4%	19.5%	?	-32.5%	·	-6.9%	?	-2.7%	6.6%	8.5%	1.3%
5	CC(=O)Nc1ccc(S(=O)(=O)N2CCCCC2C(=O)O)cc1 (centres undefined)	1.1%[10 µM]	-0.2%	12.2%	-12.5%	4.1	-0.6%	-4.8%	0.2%	-7.5%	7.7%	0.2%
6	Cc1nn(-c2ccccn2)c2c1C(=O)C(Br)CC2 (centres undefined)	5.6%	2.2%	0.9%	-28.5%	-14.0	?	-5.8%	17.8%	-14.4%	-0.5%	-6.4%
7	CCOC(=O)Cc1csc(NC(=O)C2CCCN(S(=O)(=O)c3cnc[nH]3)C2)n1 (centres undefined)	-5.0%	2.0%	-0.6%	-30.7%	-4.7	-6.0%	-0.4%	10.2%	-1.8%	9.3%	-4.9%
8	Cn1c(CNC(=O)CCNC(=O)c2ccc(F)c(F)c2)cc(=O)n(C)c1=O	-13.0%	0.0%	?	5.6%	4.2	1.7%	4.7%	3.2%	-6.1%	-18.5%	?
9	CCC(=O)N1c2ccccc2NC2=C(C(=O)CC(C)(C)C2)C1c1ccc(O)c(OC)c1 (centres undefined)	-15.5%	0.1%	-2.9%	-11.8%	-5.0	-2.2%	-3.1%	0.0%	-2.7%	2.4%	3.7%
10	CCOc1ccc(NC(=O)CN2CCC(n3cnc4cc(F)ccc43)CC2)cc1	-13.9%	0.8%	-28.0%	-0.5%	-43.6	2.2%	-2.6%	-2.1%	-6.5%	-21.8%	0.5%
11	CCCCC(=O)N/C(N)=N/c1nc2ccccc2o1	-11.8%	1.78µM*	?	?	-6.3	3.01µM*	1.26µM*	-5.7%	·	·	5.4%
12	COc1ccc(CNCCSc2nnnn2C)cc1OC	3.3%	-4.0%	-1.9%	2.2%	12.3	2.1%	4.3%	-5.1%	-1.1%	-0.9%	-2.8%
13	CCOC(=O)CSc1nc(-c2ccc3c(c2)OCO3)ccc1C#N	-2.2%	0.794µM*	?	7.2%	2.8	5.36µM*	2.51µM*	0.4%	12.2%	-11.2%	6.9%
14	COc1ccccc1CC(=O)NCC1CCCO1 (centres undefined)	-14.5%	·	·	-0.9%	0.8	-1.3%	·	-11.7%	6.8%	-16.8%	-1.0%
15	Cc1ccc(S(=O)(=O)N2CCN=C2SCc2ccc(Cl)c(Cl)c2)cc1	-8.7%	0.3%	1.0%	?	8.6	-0.4%	0.4%	1.1%	-9.1%	14.3%	-1.6%
16	Cc1ccnc(NS(=O)(=O)c2ccc(NC(=O)C3CC3)cc2)n1	-4.1%	-2.3%	16.0%	-34.3%	·	5.0%	-3.5%	-1.0%	-1.8%	·	-0.9%
17	Cc1cc(N2CCN(C)CC2)nc2ccc(NC(=O)c3ccccc3F)cc12	15.6%	?	?	11.9%	10.8	-17.1%	23.1%	-1.1%	-2.9%	-1.1%	6.5%
18	CC(=O)OC1CC(n2ccc(NC(=O)c3ccccc3)nc2=O)OC1CO (centres undefined)	-1.6%	-1.0%	12.6%	1.7%	8.1	2.1%	-0.8%	-0.2%	-6.1%	-7.3%	-0.1%
19	CCOc1cc(C=O)ccc1OCCSc1ccc(Cl)cc1	-20.5%	-3.0%	15.4%	42.7%	-21.1	-1.4%	6.3%	5.3%	-11.5%	22.3%	7.2%
20	CCOC(=O)c1c(C)[nH]c(C)c1S(=O)(=O)N(C)CC(=O)Nc1ccccc1OC	-5.1%	-2.0%	1.1%	1.3%	-13.6	2.1%	-3.9%	·	0.0%	22.3%	-17.5%
21	O=C(O)c1cnn2cc(-c3[nH]ncc3[N+](=O)[O-])cnc12	-0.9%	-3.6%	22.2%	-12.9%[10 µM]	2.6	-2.4%	0.7%	-17.5%	·	5.5%	4.4%
22	Fc1ccc(C2c3cccn3CCN2C(=S)Nc2cccc(F)c2)cc1 (centres undefined)	-65.8%	1.9%	?	10µM*	3.9	-10.9%	-8.3%	0.7%	·	-18.7%	2.4%
23	O=C(Cc1c[nH]c2ccccc12)NCc1ccc2c(c1)OCO2	6.6%	4.7%	11.6µM*	1.6%[10 µM]	2.8	?	15.5%	9.4%	-5.0%	10.8%	2.6%
24	O=C(c1cc2ccccc2c(=O)o1)N1CCCC1	-18.1%	-2.6%	1.3%	2.3%	·	0.1%	-0.9%	0.5%	2.6%	-4.1%	-3.9%
25	Cc1cc(C)nc(-n2nc(C)c3c(C(F)F)cc(C)nc32)n1	4.4%	1.9%	-0.2%	-21.0%[10 µM]	-3.6	-0.4%	7.5%	-5.4%	4.0%	-0.9%	2.0%
26	COC(=O)COc1cc(C)cc2oc(=O)c(CC(=O)OC)c(C)c12	·	-1.4%	0.3%	-1.7%[0.365 µM]	0.7	-2.5%	1.0%	-5.2%	7.1%	-10.0%	11.0%
27	CC(C)(C)n1nnnc1C(c1ccc(F)cc1)N1CCN(Cc2ccc3c(c2)OCO3)CC1 (centres undefined)	-2.0%	1.9%	14.9%	-30.1%	-9.3	0.0%	-0.1%	9.2%	-9.9%	-19.5%	0.9%
28	COc1ccc(NC(=O)C(NC(=O)Cc2cccs2)c2ccc(C)cc2)cc1 (centres undefined)	-26.5%	-3.7%	?	16.1%	-4.0	0.9%	-2.1%	-5.8%	1.7%	?	-4.5%
29	CCc1cc2c(CN3CCN(C)CC3)cc(=O)oc2cc1O	0.1%	-0.4%	3.0%	?	17.8	1.0%	-1.0%	-3.7%	11.4%	-5.1%	-3.7%
30	CCN1C(=O)c2cccc3c(S(=O)(=O)NCCc4c[nH]c5ccccc45)ccc1c23	-5.9%	0.7%	7.9%	-14.0%	3.6	0.7%	-2.3%	-2.7%	5.9%	17.1%	0.9%
31	Cc1ccc(-c2cc(C(=O)N3CCOCC3)no2)cc1	14.1µM*	0.316µM*	?	7.94µM*	2.0	0.536µM*	0.316µM*	·	-4.3%	-6.0%	2.6%
32	COc1cc(OC)cc(C(=O)Nc2ncc3c(n2)CC(C)(C)CC3=O)c1	-1.2%	1.4%	7.5%	21.4%	-9.6	-10.7%	12.5%	-2.8%	-7.5%	-1.1%	7.8%
33	O=C(O)c1csc(-c2ccccc2)n1	-2.8%	-1.3%	-12.2%	5.5%	-11.2	4.3%	-1.6%	5.5%	-1.6%	·	4.7%

# These rows are one share of the data. The share of hits here may be higher or lower than overall.
